Screens as filed in PubChem.
D2 agonist: HTS Assay for Allosteric Agonists of the Human D2 Dopamine Receptor: Primary Screen for Agonists. D(2) dopamine receptor (Homo sapiens), P14416. HEK293 T-REx D2 cells, calcium flux agonist mode. activation, % at 2 µM. 340,000 tested, 0.53% active;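 active = activation over 3 SD above normal in the single-dose calcium agonist read, cut at about 30% in these data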; note: 0% is about no effect
Target sequence (P14416 whole entry, looked up): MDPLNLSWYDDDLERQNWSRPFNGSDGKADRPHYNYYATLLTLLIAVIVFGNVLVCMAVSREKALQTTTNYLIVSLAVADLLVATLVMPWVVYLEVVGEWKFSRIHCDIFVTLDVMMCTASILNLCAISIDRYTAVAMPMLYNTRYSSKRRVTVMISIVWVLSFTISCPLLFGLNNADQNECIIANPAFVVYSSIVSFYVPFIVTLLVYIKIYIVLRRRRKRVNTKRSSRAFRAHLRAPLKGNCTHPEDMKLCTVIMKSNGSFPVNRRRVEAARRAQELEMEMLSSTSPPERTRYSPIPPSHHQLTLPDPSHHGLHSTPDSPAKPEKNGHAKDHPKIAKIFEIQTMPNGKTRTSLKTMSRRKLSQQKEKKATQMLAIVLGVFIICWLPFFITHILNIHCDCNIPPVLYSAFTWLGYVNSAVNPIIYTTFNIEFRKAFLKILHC
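Tetracycline-induced HEK293 Trex cells with D2 receptor force-coupled to calcium signaling, plated overnight at 30 C and loaded with no-wash calcium dye. Calcium flux read kinetically for 180 s after compound addition; responses flag agonists.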
D2 antagonist: HTS Assay for Allosteric Antagonists of the Human D2 Dopamine Receptor: Primary Screen for Antagonists. D(2) dopamine receptor (Homo sapiens), P14416. HEK293 TREx D2 cells, calcium flux, dopamine EC80. inhibition, % at 10 µM. 340,000 tested, 2% active. AID 485344, 2010; in the data active = inhibition above about 30%; note: 0% is about no effect
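Inhibition of EC80 dopamine-driven calcium flux, recorded kinetically, defines activity here; cells are a tetracycline-induced HEK293 T-REx line expressing force-coupled D2.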
GRP78 ERSR act: qHTS for Inducers of the Endoplasmic Reticulum Stress Response (ERSR) in Human Glioma: qHTS; Potency, µM, without a hit: top-dose activation, most hits filed as activators; AID 602332, 2012; 420,000 tested, 0.02% active; U87-MG GRP78 promoter luciferase reporter, 16 h; active = well fitted activation curve with a large enough effect; inconclusive = small, poorly fitted or top-dose-only effect; inactive = no such curve, though single readings can be large or run the other way; note: potency is the fitted concentration of half-maximal effect; series mostly up to about 76 µM; % of control where 0% means no effect; nearly all actives have a fitted effect of over 35% in size
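Stably transfected U87-MG human glioma cells carrying a GRP78-based luminescent sensor were seeded at 1000 cells/well, pin-dosed with compounds and incubated 16 h. Luciferase reagent was then added, and end-point luminescence was read after 10 min at room temperature.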
An asterisk follows results filed as active; ? = inconclusive; . = no result given.

| SMILES | D2 agonist | D2 antagonist | GRP78 ERSR act |
| --- | --- | --- | --- |
| CC(=O)O[C@H]1C2=C(C(=O)[C@H]3O[C@@H]31)[C@@H]1[C@@H]3[C@@H](C)OC=C4[C@H](O)[C@H]5O[C@@H]5C(=O)[C@]43C2O[C@H]1C | . | . | -1% |
| C[C@]12CC[C@@H]3c4ccc(O)cc4CC[C@H]3[C@@H]1CCC2OC(=O)CCC1CCCC1 (stereo partly specified) | . | . | ? |
| CC(C)C[C@H](NC(=O)[C@@H](Cc1c[nH]c2ccccc12)NC(=O)[C@H](Cc1ccc(O)cc1)NC(=O)[C@H](CO)NC(=O)[C@H](Cc1c[nH]c2ccccc12)NC(=O)[C@H](Cc1cnc[nH]1)NC(=O)[C@@H]1CCC(=O)N1)C(=O)N[C@@H](CCCN=C(N)N)C(=O)N1CCC[C@H]1C(=O)NCC(N)=O | . | . | -3% |
| CCCCC#CC1C=CC(Oc2ccc(C(=O)OC)cc2)C(COC(=O)OCC)O1 (stereo unspecified) | . | . | -2% |
| CC1(C)S[C@@H]2[C@H](NC(=O)[C@H](NC(=O)N3CCN(S(C)(=O)=O)C3=O)c3ccccc3)C(=O)N2[C@H]1C(=O)O | . | . | -3% |
| CC(C)=CCCC(C)C1CC[C@@]2(C)C3=C(CC[C@@]12C)C1(C)CCC(O)C(C)(C)C1CC3 (stereo partly specified) | . | . | -5% |
| CC(=O)OC1C=C[C@]2(C)C(CC(OC(C)=O)[C@@]3(C)C4=CC(=O)OC(c5ccoc5)[C@]4(C)CCC23)C1(C)C (stereo partly specified) | . | . | -2% |
| CCCCCCCCCCCCCCCCCC(=O)[O][Al] | . | . | -4% |
| C[C@@H]1C[C@@H]([C@@H](C)CC2CC(=O)NC(=O)C2)C(=O)[C@@H](C)C1 | . | . | -5% |
| Nc1nc2nc(Cl)[nH]c2c(=O)[nH]1 | . | . | -5% |
| CCCCCCCCCCCCCCCC(=O)OCC(COP(=O)(O)OCC[N+](C)(C)C)OC(=O)CCCCCCCCCCCCCCC (stereo unspecified) | . | . | -3% |
| CC(=O)OC1CCC2(C)C(CCC3(C)C2C(=O)C=C2C4CC(C)(C(=O)OCCN5CCCCC5)CCC4(C)CCC23C)C1(C)C (stereo unspecified) | . | . | -4% |
| CC12CCC3c4ccc(OCc5ccccc5)cc4CCC3C1CC(O)C2O (stereo unspecified) | . | . | -4% |
| CCN1C(=O)[C@H]2[C@H]3[C@H](O)[C@H](O)C/C(=N/NC(=O)OCc4ccccc4)[C@H]3CC[C@@H]2C1=O | . | . | 1% |
| CC(=O)OCC1OC(C#Cc2ccccc2)C=CC1OC(C)=O (stereo unspecified) | . | . | ? |
| C=C1C(C2(C)C=CC(=O)C(C)(C)C2CC(=O)OC)CC[C@@]2(C)C(c3ccoc3)OC(=O)C3OC132 (stereo partly specified) | . | . | -4% |
| NC(=O)c1ccc[n+]([C@@H]2OC(COP(=O)([O-])OP(=O)(O)OCC3OC(n4cnc5c(N)ncnc54)C(O)C3O)C(O)C2O)c1 (stereo partly specified) | . | . | -5% |
| C#C[C@]1(OC(C)=O)CC[C@H]2[C@@H]3CCC4=CC(=O)CC[C@@H]4[C@H]3CC[C@@]21C | . | . | -5% |
| CCC[C@H]1C[C@H](C(=O)N[C@H]([C@@H]2O[C@H](SC)[C@@H](O)[C@H](O)[C@@H]2O)[C@H](C)O)N(C)C1 | . | . | -5% |
| CC(=O)OC1CCC2(C)C(=CCC3C2CCC2(C)C(C(C)=O)CCC32)C1 (stereo unspecified) | . | . | -2% |
| CNCC(=O)NC(CCCN=C(N)N)C(=O)NC(C(=O)NC(Cc1ccc(O)cc1)C(=O)NC(C(=O)NC(Cc1cnc[nH]1)C(=O)N1CCCC1C(=O)NC(C)C(=O)O)C(C)C)C(C)C (stereo unspecified) | . | . | -4% |
| CNC(=O)C[C@@H](N)C(=O)N[C@@H](C(=O)N[C@@H]1C(=O)N2[C@@H]1SC(C)(C)[C@@H]2C(=O)O)c1ccc(O)cc1 | . | . | -5% |
| O=C(N/N=C\c1ccc([N+](=O)[O-])o1)c1ccc(O)cc1 | . | . | -8% |
| CCCCC#CC1C=CC(Oc2cc(OC)c(OC)c(OC)c2)C(CO)O1 (stereo unspecified) | . | . | -5% |
| COc1cccc2oc(-c3ccc(O)cc3)cc(=O)c12 | . | . | -5% |
| CC(C)=CCc1c(O)cc(O)c2c1O[C@H](c1ccccc1)CC2=O | . | . | 1% |
| COc1ccco1 | . | . | -8% |
| CC1Nc2ccc(Cl)cc2S(=O)(=O)N1 (stereo unspecified) | . | . | -4% |
| COCC1=C(C(=O)OC(C)OC(=O)OC(C)C)N2C(=O)C(NC(=O)/C(=N\OC)c3csc(N)n3)C2SC1 (stereo unspecified) | . | . | -4% |
| C[C@@H](CN1c2ccccc2Sc2ccccc21)N(C)C | . | . | -4% |
| CC(C)CC(N)C(=O)NC(C)C(=O)O (stereo unspecified) | . | . | -4% |
| O=c1cc(-c2cccc(O)c2)oc2c(O)c(O)ccc12 | . | . | -5% |
| CN(C(=O)CO)c1c(I)c(C(=O)NCC(O)CO)c(I)c(C(=O)NCC(O)CO)c1I (stereo unspecified) | . | . | -4% |
| CC1(C)SC2C(NC(=O)C(C(=O)O)c3ccccc3)C(=O)N2C1C(=O)O (stereo unspecified) | . | . | -3% |
| O=C(N/N=C1/C[C@@H](O)[C@@H](O)[C@@H]2[C@@H]3C(=O)N(Cc4ccc5c(c4)OCO5)C(=O)[C@H]3CC[C@H]12)OCc1ccccc1 | . | . | -4% |
| Cn1nnnc1SCC1=C(C(=O)O)N2C(=O)C(NC(=O)C(O)c3ccccc3)C2SC1 (stereo unspecified) | . | . | -4% |
| COc1cc(O)c(C(=O)/C=C\c2ccc3c(c2)OCO3)c(OC)c1 | . | . | 1% |
| COC(=O)C/C=C\[C@H](C)[C@@H](OCc1ccccc1Br)C(C)C | . | . | -5% |
| CC(C)CO/N=C1/C[C@@H](O)[C@@H](O)[C@@H]2[C@@H]3C(=O)N(C4CCCCC4)C(=O)[C@H]3CC[C@H]12 | . | . | -4% |
| CC1=CCc2c(cc3oc(C)cc(=O)c3c2O)OC1 | . | . | -2% |
| CCCCn1c(SCc2cc(=O)[nH]c3ccccc23)nc2c1c(=O)n(C)c(=O)n2C | 0.9 | 20 | . |
| Cc1ccc(S(=O)(=O)N/N=c2\oc3ccccc3cc2C(=O)Nc2cccc(C)c2)cc1 | 0.0 | -13 | . |
| Cc1ccc(N/N=C2\CC(=O)c3ccccc32)cc1Cl | 0.0 | -10 | . |
| O=C(N/N=C1\CCCc2c1[nH]c1ccc([N+](=O)[O-])cc21)c1ccncc1 | -1.1 | -6 | . |
| CC[C@H]1OC(=O)C[C@@H](O)[C@H](C)[C@@H](O[C@@H]2O[C@H](C)C[C@H](N(C)C)[C@H]2O)[C@@H](CC=O)C[C@@H](C)C(=O)C=C[C@]2(C)O[C@H]2[C@@H]1C | -0.5 | -33 | . |
| O=S(=O)(c1ccc(S(=O)(=O)N2CCN(Cc3ccccc3)CC2)cc1)N1CCOCC1 | -0.3 | -3 | . |
| CCCCCNc1nc(-c2ccccc2)cs1 | 0.6 | -5 | . |
| O=C1c2ccccc2-c2onc3c(Oc4ccccc4)cc(O)c1c23 | -0.5 | 5 | . |
| COC(=O)c1ccc(C2C(C(=O)OC(C)C)=C(C)N=C3SCCC(=O)N32)cc1 (stereo unspecified) | -0.1 | -14 | . |
| CCOC(=O)C1=C(C)N=c2s/c(=C/c3ccc(OCC(=O)O)cc3)c(=O)n2C1c1ccc(SC)cc1 (stereo unspecified) | 5.1 | 11 | . |
| O=C(NCCO)Nc1ccc2nc(-c3ccco3)c(-c3ccco3)nc2c1 | -0.5 | 5 | . |
| c1ccc(-n2ncc3c(N4CCN(c5ccccn5)CC4)nc(N4CCCCC4)nc32)cc1 | 0.7 | 21 | . |
| CCCn1c(N/N=C(C)\C=C\c2ccccc2)nc2c1c(=O)[nH]c(=O)n2C | -3.7 | -19 | . |
| Cc1cccc2nc(COc3ccc(-c4ccccc4)cc3)cn12 | 0.0 | -3 | . |
| CC(=O)C1=C(C)NC(SCC(=O)c2ccccc2)=C(C#N)C1c1ccco1 (stereo unspecified) | 0.3 | -8 | . |
| CN1CCN(S(=O)(=O)c2ccc(-c3ccc(S(=O)(=O)N4CCN(C)CC4)cc3)cc2)CC1 | 1.1 | 18 | . |
| Cc1ccc(S(=O)(=O)CCC(=O)Nc2ccc(S(=O)(=O)N(C)C)cc2)cc1 | -3.4 | 21 | . |
| COc1ccc(-n2nc3cc(C)c(NC(=O)C(C)C)cc3n2)cc1 | 0.4 | 8 | . |
| Cc1ccc(C(=O)n2c(=S)nc3ccccn32)cc1 | -1.4 | 21 | . |
| O=C(NC1CCC(NC(=O)C2CCCO2)CC1)C1CCCO1 (stereo unspecified) | 0.5 | 0 | . |

Two compounds picked at random from those above:
| SMILES | D2 agonist | D2 antagonist | GRP78 ERSR act |
| --- | --- | --- | --- |
| O=C(NC1CCC(NC(=O)C2CCCO2)CC1)C1CCCO1 (stereo unspecified) | 0.5 | 0 | . |
| CC[C@H]1OC(=O)C[C@@H](O)[C@H](C)[C@@H](O[C@@H]2O[C@H](C)C[C@H](N(C)C)[C@H]2O)[C@@H](CC=O)C[C@@H](C)C(=O)C=C[C@]2(C)O[C@H]2[C@@H]1C | -0.5 | -33 | . |

(listing goes on)
| SMILES | D2 agonist | D2 antagonist | GRP78 ERSR act |
| --- | --- | --- | --- |
| Cc1ccc(CN2C(=O)C3CCCN3c3ccc(S(=O)(=O)N4CCOCC4)cc32)cc1 (stereo unspecified) | 0.3 | -6 | . |
| O=C(CSc1nnc(-c2ccc(Cl)cc2)o1)N1CCN(c2ccccc2)CC1 | -0.3 | -5 | . |
| CC(=O)Nc1nc2c(c3c1c(=O)oc1ccccc13)CCCC2 | 0.0 | 11 | . |
| Cc1cccc(OCC(=O)Nc2ccc(C(=O)NCc3cccnc3)cc2)c1 | -0.6 | 3 | . |
| Cc1ccc(CNC(=O)Cn2c(=O)c3sccc3n(Cc3cccc([N+](=O)[O-])c3)c2=O)cc1 | -0.6 | -18 | . |
| Cc1ccc(Cl)cc1Nc1nc(-c2sc(NC(=O)c3cccc(Cl)c3)nc2C)cs1 | -0.6 | 8 | . |
| CC(C)OCCCNc1nc2c(-c3ccccc3)nnn2c2ccccc12 | -0.6 | 4 | . |
| NC(C(=O)O)C1CC(Cl)=NO1 (stereo unspecified) | 0.3 | 1 | . |
| Cc1onc(-c2c(Cl)cccc2Cl)c1C(=O)n1nnc2ccccc21 | 0.2 | 11 | . |
| COc1cccc(/C=C/C(=O)OCC(=O)Nc2ccc(Cl)cn2)c1 | 0.4 | -34 | . |
| Cc1ccc(NC(=O)Nc2ccc3c(c2)nc(C)n3C)cc1C | 1.8 | -16 | . |
| COc1c(O)cc2c(c1O)C(=O)CC(c1ccccc1)O2 (stereo unspecified) | 0.2 | 6 | . |
| CCOC(=O)c1c(NC(=O)c2noc3c2CCCC3)sc(C)c1C | 0.0 | 1 | . |
| C=C1SC(=Nc2ccccc2Cl)N(C(=O)c2sc3ccccc3c2Cl)C12CCCCC2 | -0.3 | 13 | . |
| Cn1c(=O)c(C(=O)COC(=O)c2cc(-c3ccco3)nc3ccccc23)c(N)n(Cc2ccccc2)c1=O | -1.5 | -5 | . |
| COc1cc(C2CC(=O)n3c(nc4ccccc43)S2)cc(OC)c1OC (stereo unspecified) | 0.2 | -2 | . |
| CCOC(=O)c1ccc(N2Cc3cc(C)c(C)cc3C2)cc1O | 0.6 | -3 | . |
| O=C(COc1cccc2cccnc12)NNC(=S)Nc1ccccc1 | -1.0 | 10 | . |

Gathered by group: the entries above with two or more sulfur atoms.
| SMILES | D2 agonist | D2 antagonist | GRP78 ERSR act |
| --- | --- | --- | --- |
| CC1(C)S[C@@H]2[C@H](NC(=O)[C@H](NC(=O)N3CCN(S(C)(=O)=O)C3=O)c3ccccc3)C(=O)N2[C@H]1C(=O)O | . | . | -3% |
| COCC1=C(C(=O)OC(C)OC(=O)OC(C)C)N2C(=O)C(NC(=O)/C(=N\OC)c3csc(N)n3)C2SC1 (stereo unspecified) | . | . | -4% |
| Cn1nnnc1SCC1=C(C(=O)O)N2C(=O)C(NC(=O)C(O)c3ccccc3)C2SC1 (stereo unspecified) | . | . | -4% |
| O=S(=O)(c1ccc(S(=O)(=O)N2CCN(Cc3ccccc3)CC2)cc1)N1CCOCC1 | -0.3 | -3 | . |
| CCOC(=O)C1=C(C)N=c2s/c(=C/c3ccc(OCC(=O)O)cc3)c(=O)n2C1c1ccc(SC)cc1 (stereo unspecified) | 5.1 | 11 | . |
| CN1CCN(S(=O)(=O)c2ccc(-c3ccc(S(=O)(=O)N4CCN(C)CC4)cc3)cc2)CC1 | 1.1 | 18 | . |
| Cc1ccc(S(=O)(=O)CCC(=O)Nc2ccc(S(=O)(=O)N(C)C)cc2)cc1 | -3.4 | 21 | . |
| Cc1ccc(Cl)cc1Nc1nc(-c2sc(NC(=O)c3cccc(Cl)c3)nc2C)cs1 | -0.6 | 8 | . |
| C=C1SC(=Nc2ccccc2Cl)N(C(=O)c2sc3ccccc3c2Cl)C12CCCCC2 | -0.3 | 13 | . |

These rows are one share of the data; the hit share may differ from the screen's.
